MITF inh – inhibitors of human MITF; AID 1259374; 650,000 tested, 0.91% active; inhibition, % at 2.6 µM; O75030; AlphaScreen MITF homodimerization, bead proximity signal; in the data active = inhibition above about 50%;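 also: 0% = vehicle wells with protein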
Target sequence (O75030 whole entry, looked up): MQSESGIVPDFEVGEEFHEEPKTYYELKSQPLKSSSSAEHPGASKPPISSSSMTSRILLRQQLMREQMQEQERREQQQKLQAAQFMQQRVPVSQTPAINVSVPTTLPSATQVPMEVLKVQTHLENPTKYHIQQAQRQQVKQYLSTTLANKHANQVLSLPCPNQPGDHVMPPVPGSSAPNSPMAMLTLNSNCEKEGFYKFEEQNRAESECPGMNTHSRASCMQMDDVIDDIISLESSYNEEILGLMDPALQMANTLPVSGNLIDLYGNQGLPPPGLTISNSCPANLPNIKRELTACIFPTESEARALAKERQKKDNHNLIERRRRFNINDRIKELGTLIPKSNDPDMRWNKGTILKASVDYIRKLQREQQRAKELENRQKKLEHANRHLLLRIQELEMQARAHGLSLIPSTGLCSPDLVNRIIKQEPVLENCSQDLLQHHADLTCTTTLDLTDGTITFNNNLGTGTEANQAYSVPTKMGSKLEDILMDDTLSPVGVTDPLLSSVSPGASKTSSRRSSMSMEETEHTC
TEAD-YAP inh – TEAD-YAP interaction inhibition. inhibition, % at 9.12 µM. 640,000 tested, 1.4% active. HEK-TIYL cells, TEAD-Gal4/YAP UAS-luciferase luminescence; in the data active = inhibition above about 32%;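 also: 0% = median of test compound wells and 100% = reference inhibitor wells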
GPR151 ag – human GPR151 activation. PathHunter beta-arrestin GPR151 cells, luminescence. activation, % at 11.2 µM. 650,000 tested, 1% active. AID 1508602; in the data active = activation above about 4.9%;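 also: 0% = median of compound wells and 100% = cells with positive control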
Target sequence (Q8TDV0 whole entry, looked up): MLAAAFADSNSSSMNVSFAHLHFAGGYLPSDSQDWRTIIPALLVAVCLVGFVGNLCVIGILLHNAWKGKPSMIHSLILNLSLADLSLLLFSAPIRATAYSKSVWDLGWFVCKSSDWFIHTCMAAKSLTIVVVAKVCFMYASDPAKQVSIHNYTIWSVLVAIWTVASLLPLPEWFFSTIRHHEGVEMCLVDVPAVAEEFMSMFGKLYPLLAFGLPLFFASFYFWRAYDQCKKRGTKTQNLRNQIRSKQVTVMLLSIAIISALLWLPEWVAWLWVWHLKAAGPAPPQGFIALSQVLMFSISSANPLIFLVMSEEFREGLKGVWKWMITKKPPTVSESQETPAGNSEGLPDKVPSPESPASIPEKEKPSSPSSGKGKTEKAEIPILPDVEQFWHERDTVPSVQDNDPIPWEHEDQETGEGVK
FBW7 activator – activators of human E3 ligase FBW7. AlphaScreen FBW7–phospho-cyclin E peptide binding, activator screen. normalized activity (activation), % at 26.1 µM. 650,000 tested, 0.13% active. AID 1259310; in the data active = normalized activity above about 1.9%;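 also: purified mutant Fbw7 with reduced substrate affinity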
An asterisk follows results filed as active.

SMILES	TEAD-YAP inh	GPR151 ag	FBW7 activator	MITF inh
COc1cc(OC)cc(C2C(C(=O)c3ccccc3)N3c4ccccc4C=CC3C2(C#N)C#N)c1 (configuration not stated)	-5	0.7	-0.1	-2
COc1nn(CC(=O)Nc2sc3c(c2C#N)CCC3)cc1[N+](=O)[O-]	-4	1.1	-0.1	-3
CC(C)Oc1ccccc1/C=C1/SC(=S)NC1=O	5	-0.3	0.0	3
CS(=O)(=O)c1ccc(Sc2nnc3ccccn23)c([N+](=O)[O-])c1	10	0.1	0.1	-7
COc1cccc(CNC(=O)CN(C)S(=O)(=O)c2cnc[nH]2)c1	16	0.0	0.6	14
CCOc1ccc(C(=O)NCc2ccccc2Cl)cc1OC	0	4.5	-0.2	-6
CCOC(=O)Cn1nnnc1N	2	-0.2	0.1	11
N#CC1=C2SCCN2C(=O)C(C#N)C12CCCCC2 (configuration not stated)	4	-0.5	0.1	9

Shown field by field: entries from further up
COc1cccc(CNC(=O)CN(C)S(=O)(=O)c2cnc[nH]2)c1
  TEAD-YAP inh: 16	GPR151 ag: 0.0	FBW7 activator: 0.6	MITF inh: 14

CCOc1ccc(C(=O)NCc2ccccc2Cl)cc1OC
  TEAD-YAP inh: 0	GPR151 ag: 4.5	FBW7 activator: -0.2	MITF inh: -6

Other entries follow:
SMILES	TEAD-YAP inh	GPR151 ag	FBW7 activator	MITF inh
Cc1c(NC(=S)NC(=O)c2ccccc2Cl)cccc1-c1nc2ncccc2o1	-4	-0.1	0.0	3
O=C(Nc1ccccc1)OCC12CC3CC(C1)CC(COC(=O)Nc1ccccc1)(C3)C2	6	0.2	0.0	3
CC(=O)c1ccc(-c2cnc(Nc3ccc(N4CCOCC4)cc3)c3nccn23)s1	-49	-0.3	0.2	14
CCN(CC)C(=O)C1CCCN(c2nc3c(Nc4ccc(NC(C)=O)cc4)ncnc3n2C(C)C)C1 (configuration not stated)	-8	0.6	0.5	22
COc1ccc2c(c1OC)C(=O)N(C(C)C(=O)O)C2=O (configuration not stated)	-5	-1.1	-0.6	-11
O=S1(=O)CCC(NC(=S)Nc2nccs2)C1 (configuration not stated)	7	-0.5	-0.1	5
CC(=O)Nc1nc(-c2cc3ccc(O)cc3oc2=O)cs1	-12	0.7	-0.2	18
CCC[C@@H]1NC(=O)[C@@H]2C[C@H](NCc3cnn(-c4cccc(Cl)c4)c3)CN2C1=O	-12	2.6	-0.1	-8
CCCCNC(=O)Cc1cn(C)c2ccccc12	-26	5.1*	0.0	3
COc1ccc(-c2noc(-c3cccc([N+](=O)[O-])c3C)n2)cc1OC	3	0.4	-0.1	18
Cc1cc(N2CCN(C(=O)c3cccc(F)c3F)CC2)c(F)cc1[N+](=O)[O-]	-5	-0.2	-0.1	11
CCCn1c(SCc2ccc([N+](=O)[O-])cc2)nnc1-c1ccncc1	1	-0.4	-0.1	14
O=C(Nc1cc(C(F)(F)F)ccc1Cl)c1cc2nc(-c3ccc(Br)cc3)cc(C(F)(F)F)n2n1	-4	-0.1	-0.1	-11
CCOC(=O)N1CCN(C(=S)Nc2cccc(OC)c2)CC1	-10	-0.3	-0.1	-7
CCc1ccccc1NC(=O)CCSCC1Nc2cc(C(=O)O)ccc2NC1=O (configuration not stated)	-3	-0.2	-0.1	20
COc1cc(/C=N/NS(=O)(=O)c2ccccc2)cc(Br)c1OC	10	3.1	-0.1	1
CCOC(=O)c1sc(NC(=O)C(C)Sc2nnc(CNC(=O)c3cccc(OC)c3)n2-c2ccc(F)cc2)c(C(=O)OCC)c1C (configuration not stated)	-15	-0.9	-0.2	-10
CCC(=O)NC(c1nnc2n1CCN(Cc1ccc3c(c1)OCCO3)CC2)C(C)C (configuration not stated)	5	-0.3	0.0	-10
CC(=O)N1CCN(c2ccccc2NC(=O)c2cccc(Cl)c2)CC1	16	-1.1	0.0	-4
O=C(/C=C/c1ccccc1)NCCC1=CCCCC1	-56	0.7	1.3	3
Cc1nnsc1C(=O)N/N=C/c1ccc([N+](=O)[O-])o1	9	-0.4	0.1	1
Cc1ccc(N=c2oc3c(C)ncc(CO)c3cc2C(N)=S)cc1Cl	-6	-1.1	0.1	1
NS(=O)(=O)c1ccc(NC(=O)CN2CCN(CC(=O)Nc3ccc(F)cc3)CC2)cc1	-6	-0.6	0.0	-6
CCCNc1cc(C)nc(Nc2ccc(C(F)(F)F)cc2)n1	-1	-1.6	0.9	13
Cc1c(NC(=O)Cc2ccccc2)cccc1-c1nc2ccccc2[nH]1	0	-1.7	0.5	16
COCCN(Cc1ccco1)C(=O)C1CCN(c2nc(-c3ccc(OC)cc3)no2)CC1	4	-1.8	0.7	4
CCN(CC)c1ccc(-n2c(C)cc(/C=N/n3cnnc3)c2C)cc1	22	-0.3	0.0	8
O=C(O)c1ccc2c(c1)sc1nc(-c3ccc(F)cc3)cn12	19	-1.0	0.0	20
Cc1c(C(=O)Nc2cccc(C(F)(F)F)c2)sc2ncnc(N3CCc4ccccc4C3)c12	6	0.0	0.3	6
CC(NC(=O)COc1cccc(Cl)c1)c1ccccc1 (configuration not stated)	9	0.2	0.1	6
Cc1cc(C)n2nc(SCC(=O)N3CCCC3=O)nc2n1	4	1.2	0.0	-7
CC(=O)C1=C(O)C(=O)N(c2ccccc2)C1c1ccccc1[N+](=O)[O-] (configuration not stated)	-20	0.2	0.5	2

A stretch from the list above, as a working copy:
SMILES	TEAD-YAP inh	GPR151 ag	FBW7 activator	MITF inh
COc1cc(OC)cc(C2C(C(=O)c3ccccc3)N3c4ccccc4C=CC3C2(C#N)C#N)c1 (configuration not stated)	-5	0.7	-0.1	-2
COc1nn(CC(=O)Nc2sc3c(c2C#N)CCC3)cc1[N+](=O)[O-]	-4	1.1	-0.1	-3
CC(C)Oc1ccccc1/C=C1/SC(=S)NC1=O	5	-0.3	0.0	3
CS(=O)(=O)c1ccc(Sc2nnc3ccccn23)c([N+](=O)[O-])c1	10	0.1	0.1	-7
COc1cccc(CNC(=O)CN(C)S(=O)(=O)c2cnc[nH]2)c1	16	0.0	0.6	14
CCOc1ccc(C(=O)NCc2ccccc2Cl)cc1OC	0	4.5	-0.2	-6

The list goes on:
SMILES	TEAD-YAP inh	GPR151 ag	FBW7 activator	MITF inh
CSc1cccc(NC(=O)c2nnn(Cc3ccc(Cl)cc3)c2N)c1	-1	0.8	0.0	9
Cc1ccc(S(=O)(=O)NCc2csc(-c3ccccc3)n2)cc1C	3	0.2	0.2	16
Cc1cc(NC(=O)C(=O)Nc2ccc3c(c2)OCCO3)ccc1Cl	-41	1.2	0.5	-23
Cc1cccc(NC(=O)C(=O)NC2CCCCC2C)c1 (configuration not stated)	-58	2.3	-0.1	5
O=C(c1ccc2c(c1)C(=O)N(c1ccccn1)C2=O)N1CCN(c2ccc(F)cc2)CC1	-12	0.7	-0.2	1
COc1ccccc1CNC(=O)CSc1nc(N)nc(N)n1	-3	1.3	0.1	-1
CCOc1ccc(/C=C/C(=O)Nc2ccc3nc4n(c(=O)c3c2)CCCC4)cc1OC	-8	0.9	-0.3	2
Cc1cnc(C)c(-c2cc(F)c3c(c2)CC(CNC(=O)c2noc4c2CCCC4)O3)n1 (configuration not stated)	1	-0.5	0.3	0
O=C(Nc1ccc(S(=O)(=O)Nc2nccs2)cc1)c1ccc(C(=O)c2ccccc2)cc1	4	-1.1	0.0	-3
CCCC(=O)N1CCN(c2cc(C)c([N+](=O)[O-])cc2F)CC1	5	1.9	-0.1	-4
COCCSc1nnc(-c2ccc(N(C)C)cc2)n1C	-7	-0.3	0.3	6
CCN(c1ccccc1)S(=O)(=O)c1ccc(F)c(C(=O)Nc2ccc(F)cc2)c1	4	-0.9	-0.2	8
COc1ccc(CN2CCCC(CCC(=O)N3CCN(c4ccccn4)CC3)C2)c(O)c1 (configuration not stated)	-6	-0.6	-0.1	-9
Cc1ccc(S(=O)(=O)N2CCN(c3ncnc4scc(-c5ccc(Cl)cc5)c34)CC2)cc1	5	0.5	-0.1	-4
CCOc1ccc(N(CC(=O)NC(C)CC)S(C)(=O)=O)cc1 (configuration not stated)	9	-0.6	0.7	11
O=C(Cn1c(=O)oc2cc(Cl)ccc21)NCc1ccccc1Cl	-7	-0.1	0.5	8
NNC(=O)Nc1cccc2nsnc12	66*	-1.5	1.6	11
Cc1onc(C(=O)NC(C)C)c1[N+](=O)[O-]	-1	-1.4	1.4	8
Cc1cccc2nc3c(c(=O)n12)CN(C(=O)c1ccco1)CC3	1	0.7	0.0	9
CCNS(=O)(=O)c1ccc(NC(=S)Nc2cc(Cl)ccc2OC)cc1	9	-2.2	0.1	11
Cc1ccccc1N1CCN(C(=O)CN2C(=O)c3ccccc3C2=O)CC1	-16	0.5	0.0	3
COc1cc(C(=O)Nc2ccc(Br)cc2F)c([N+](=O)[O-])cc1OC	-9	-0.6	0.0	7
O=C(/C=C/c1ccco1)OCc1csc(-c2ccccc2)n1	-8	-2.7	0.0	-12
FC(F)(F)Oc1cccc(-c2cnc(NCc3ccncc3)c3nccn23)c1	3	-0.5	0.2	23
O=C(NCc1ccco1)c1ccc(CNc2c(N3CCCCC3)c(=O)c2=O)cc1	7	0.7	-0.1	9
COc1ccc(C(=O)Oc2cccc3cccnc23)cc1Cl	7	0.8	-0.6	8
COc1ccc(CNC(=O)CN2C(=O)CC(c3ccccc3)=Nc3ccccc32)cc1	16	1.4	-0.1	-12
CCOc1ccc(NC(=O)CSC2=C(C#N)C(c3ccco3)C(C(=O)Nc3ccccc3C)=C(C)N2)cc1 (configuration not stated)	7	1.2	-0.1	63*
O=C(CSc1ccccc1)Nc1cccc(C(=O)NN2C(=O)c3ccccc3C2=O)c1	0	0.6	0.0	14
O=C(O)CNC(=O)CN1C(=O)c2cc(Cl)c(Cl)cc2C1=O	1	-1.0	0.3	-3
Cc1ccc(C)c(-c2[nH]c(-c3cccc(O)c3)nc2-c2ccccc2)c1	2	0.9	0.2	16
COc1ccc(-c2nc(Nc3ccc(Oc4ccc5c(c4)C(=O)N(c4ccc(OC)c(OC)c4)C5=O)cc3)c3ccccc3n2)cc1OC	15	-0.2	0.4	6
O=C1N[C@@H](Cc2ccccc2)C(=O)N2CCN(C(=O)c3ccc(C(F)(F)F)cc3)C[C@H]12	-12	0.8	0.8	9
c1ccc2c(-c3csc(Nc4ccc5c(c4)OCCO5)n3)c[nH]c2c1	-52	-2.1	0.3	6
CCC(C)(C(=O)NC1CCCC1)N(Cc1cccs1)C(=O)c1ccc(=O)[nH]c1 (configuration not stated)	8	0.0	0.0	10
COc1ccc(C2C(C(=O)Nc3ccc(F)c(Cl)c3)c3ccccc3C(=O)N2C2CCCCC2)cc1 (configuration not stated)	-5	0.8	0.0	3
CNC(=S)NCCNc1nc2c(C)cc(C)cc2cc1C#N	-13	0.8	0.0	-8
O=S(=O)(Nc1ccc(Br)cc1)c1ccc(Br)cc1	8	1.7	0.0	9
CC12c3ccccc3C(c3ccccc31)C1C(=O)N(c3ccc(Cl)c(C(=O)O)c3)C(=O)C12 (configuration not stated)	-2	-3.4	0.6	24
CCSc1nnc2c(n1)OC(/C(C)=C/c1ccccc1)Nc1ccccc1-2 (configuration not stated)	-19	0.8	0.0	-1
CNc1nn(-c2cccc(Cl)c2)nc1N	-46	-0.9	-0.2	13
Clc1cccc(Cl)c1NC1=NCCC1	-4	-0.3	0.1	7
CCOC(=O)C1CCCN(c2cc(Nc3cccc(OC)c3)c3c4c(onc24)-c2ccccc2C3=O)C1 (configuration not stated)	-2	0.1	-0.5	64*
NC(=O)Cc1cn(-c2ccc(N3CCN(Cc4ccc5c(c4)OCO5)CC3)nn2)c2ccccc12	-1	1.3	-0.2	-1
CCn1nc(C)c(NC(=S)Nc2cccc([N+](=O)[O-])c2)c1C	5	-0.2	0.1	-1
CC(=O)Nc1cccc(NC(=O)Nc2ccc(Cl)cc2Cl)c1	-8	-0.8	0.2	5
CCC(=O)N1CCc2ccc(NC(=O)COc3ccccc3)cc2C1	-24	-0.3	0.1	-6
CN1CCN(C(c2ccccc2Cl)c2nnnn2CC2CCCO2)CC1 (configuration not stated)	12	0.1	0.1	1
COC(=O)C1=C(C)NC2=C(C(=O)CCC2)C1c1ccccc1C(F)(F)F (configuration not stated)	6	1.4	-0.1	2
CC(=O)N(C(C)=O)c1cccc2c(N(C(C)=O)C(C)=O)cccc12	2	0.1	-0.1	-1
CC(=O)NC1=NN(C(C)=O)C(C)(c2cccnc2)S1 (configuration not stated)	9	0.2	-0.1	-9
COC(=O)C1=CN(Cc2ccc(OC)cc2)C=C(C(=O)OC)C1c1cc(OC)c(OC)c(OC)c1	-14	-0.3	0.3	-8
Cc1csc(NC(=O)CSc2nnc(-c3ccccc3F)n2C)n1	-1	-0.9	-0.1	-10
OCCNc1nc(NCCN2CCOCC2)nc2c1ncn2C1CCCCC1	4	-0.4	-0.2	12
Cc1cc(C)c(C)c(C(=O)COC(=O)c2cc3ccccc3cc2O)c1C	-2	1.4	0.0	0
Cc1cccc(C(C)C)c1NC(=O)CCS(=O)(=O)c1ccc(Cl)cc1	8	-0.6	-0.1	-2
Cc1nn(C)cc1CN1CCN(Cc2ccc(F)cc2)C(CCO)C1 (configuration not stated)	-4	0.5	0.0	-4
CCOc1ccc(NC(=O)c2ccc(F)c(S(=O)(=O)N3CCN(C4CCCCC4)CC3)c2)cc1	34*	1.6	0.0	0

Assay outcomes: PubChem BioAssay, The Scripps Research Institute Molecular Screening Center
